Screening data from PubChem BioAssay.
G9a inh: G9a (human) methyltransferase inhibition | Q96KQ7 | G9a H3K9 monomethylation, AlphaScreen, 2 h | Potency, µM (doses to about 102 µM), for inactives: at the top dose activity, negative = inhibition, usual class: inhibitors | 8.8% of 350,000 active | AID 504332; also: % is scaled to controls: 0 for no effect and ±100 for the full control effect; nearly all actives have a fitted effect of over 75% in size
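Signal arises when biotinylated H3K9 peptide, once monomethylated, bridges streptavidin donor and antibody-captured acceptor beads. Enzyme at 20 nM was preincubated 15 min with test compounds; peptide 500 nM and SAM 20 uM then reacted for 2 h.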
BLM inh: Bloom syndrome helicase (human) inhibition. recombinant BLM DNA unwinding, fluorescence dequenching. Potency, µM (series often up to 56.1 µM), for inactives: top-dose activity change, negative = inhibition, hits mostly inhibitors. 0.2% of 350,000 active;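 also: plate controls were vehicle for no effect and no enzyme for full effect; nearly all actives have a fitted effect of over 35% in size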
POLH inh: inhibitors of human DNA polymerase eta. Q9Y253. recombinant Pol eta, fluorescent DNA replication assay. Potency, µM (top dose mostly 114 µM), for inactives: at the highest dose activity change, negative = inhibition, usual class: inhibitors. AID 588591. 1.2% of 390,000 active; also: % is scaled to controls: 0 for no effect and ±100 for the full control effect
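Pol eta at 10 nM preincubated with compounds 15 min at room temperature; reaction started with fluorescent substrate (50 nM final) and read kinetically at 0 and 10 min.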
POLI inh: DNA polymerase iota (human) inhibition | Q9UNA4 | Pol iota fluorescent replication assay, 10 min | Potency, µM (highest dose often 115 µM), inactives show at the highest dose activity, negative = inhibition, usual class: inhibitors | 1% of 390,000 active | AID 588590
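Pol iota at 10 nM preincubated 15 min with compounds at room temperature; reaction started with fluorescent substrate, 50 nM final. Fluorescence read kinetically at 0 and 10 min; buffer-only wells as negative control.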
APEX1 inh: blocks human APE1 abasic DNA cleavage; P27695; recombinant APE1, TAMRA/BHQ-2 abasic DNA cleavage fluorescence; 0.35% of 350,000 active; Potency, µM (highest dose often 65.8 µM), inactives show top-dose activity change, negative = inhibition, hits mostly inhibitors;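 also: plate controls were vehicle for no effect and reference inhibitor for full effect; nearly all actives have a fitted effect of over 55% in size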
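Measures dequenching upon AP-site incision of a 5'-TAMRA/3'-BHQ-2 THF-containing duplex, 50 nM; human APE1 0.75 nM after 15 min room-temperature exposure to compound; kinetic three-point read at one-minute spacing.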
Apoferritin bind: candidate novel general anesthetic via apoferritin binding. apoferritin/1-aminoanthracene competitive binding, fluorescence. 0.074% of 350,000 active. Potency, µM (highest dose often 77.5 µM), inactives show top-dose activity change, negative = displacement, actives largely listed as inhibitors. AID 485281. P02791; also: % is scaled to controls: 0 for no effect and ±100 for the full control effect; nearly all actives have a fitted effect of over 20% in size
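Horse-spleen apoferritin (10 uM) was mixed with 50% saturated 1-aminoanthracene in PBS, exposed to compounds for 10 min at room temperature, and read for fluorescence (ex 380 nm, em 535 nm). Competitive displacement was fitted with a four-parameter Hill equation.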
BAZ2B inh: inhibitors of human BAZ2B bromodomain; AlphaScreen BAZ2B-H3K14Ac peptide displacement; AID 504333; 4.4% of 360,000 active; Potency, µM (top dose mostly 114 µM), without a hit: top-dose activity change, negative = inhibition, usual class: inhibitors; Q9UIF8; also: % is scaled to controls: 0 for no effect and ±100 for the full control effect; nearly all actives have a fitted effect of over 60% in size
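AlphaScreen displacement: compounds (up to 110uM) incubated 30 min at room temperature with a preformed 50 nM BAZ2B/50 nM biotinylated H3K14Ac peptide complex in PBS pH 7.4 with Tween-20. Donor and acceptor beads at 10 ug/mL final added, 20 min light-protected before reading.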
Pol beta inh: blocks human DNA polymerase beta activity | 1.3% of 340,000 active | P06746 | Pol beta primer extension/strand displacement, fluorescence kinetic | Potency, µM (series often up to 114 µM), without a hit: top-dose activity change, negative = inhibition, usual class: inhibitors | AID 485314; also: % is scaled to controls: 0 for no effect and ±100 for the full control effect
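Preincubation: enzyme (10 nM) with compound, 15 min, RT. Reaction: substrate added to 50 nM final. Reads: 0 and 10 min. Analysis: normalized, Hill fit.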
POLK inh: inhibitors of human DNA polymerase kappa; Potency, µM (series often up to 107 µM), inactives show at the highest dose activity, negative = inhibition, usual class: inhibitors; Q9UBT6; purified Pol kappa, fluorescent DNA synthesis assay, 10 min; 0.53% of 400,000 active; AID 588579; also: % is scaled to controls: 0 for no effect and ±100 for the full control effect
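Enzyme at 10 nM met test compounds for 15 min at room temperature. Substrate addition (50 nM final) began the reaction, which was monitored by fluorescence at 0 and 10 min.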
Active calls of the source: *; ? = inconclusive; . = no result given; & = joins results of further samples; [ ] = remark or other dose. Calls follow the shape of the dose curve; as a rule, active = well fitted curve in the direction sought with a large enough effect; inconclusive = small, poorly fitted or top-dose-only effect, or another doubt; inactive = no such curve, though single readings can be large; an effect the other way counts as inactive or inconclusive. Potency is read from the fitted curve at half-maximal effect.

Compound	G9a inh	BLM inh	POLH inh	POLI inh	APEX1 inh	Apoferritin bind	BAZ2B inh	Pol beta inh	POLK inh
COc1cc(CC(=O)OCC(=O)NCCc2ccc(S(N)(=O)=O)cc2)cc(OC)c1OC	13%[2.33 µM]	.	-20%	2%	10%	.	10%	.	9%
CCc1noc(-c2ccc(N3CCCCC3)c([N+](=O)[O-])c2)n1	-48%[59 µM]	-4%	-15%	12%	.	-13%	0%	-13%	-19%
Cc1ccccc1OCC(=O)O/N=C(\N)Cc1ccc(Cl)cc1	87%[activator][59 µM]	-10%	-22%	13%	14%	-12%	155%[activator]	23%	-1%
CC(C)(C)c1ccc(OCc2ccc(C(=O)Nc3cccnc3)o2)cc1	-6%	-7%	-17%	12%	-13%	?	-21%	2%	-3%
CSc1ccccc1NC(=O)c1csc(C)c1	60%[activator]	-4%	-23%	31%	8%	-14%	7%	-15%	0%
O=C(Oc1ccc2ccc(O)cc2c1)c1ccccc1Cl	.	-6%	-16%	135%[activator]	-4%	?	?	20%	1%
CC(C)(C)OC(=O)NCC(=O)NCC(=O)OCc1ccccc1	-31%	1%	-13%	-2%	0%	-9%	-2%	1%	7%
Cc1ccc(-c2nc(N)n(C(=O)Cc3ccccc3)n2)cc1	5%[59 µM]	-2%	-7%	10%	3%	-5%	10%	?	0%
O=C(Nc1cccc(F)c1)N1CCCC2(CCNCC2)C1	3%[12.7 µM]	3%	.	.	3%	.	.	.	4%[60.1 µM]
CCN(CC)CCNC(=O)C12CC3CC(C)(CC(C)(C3)C1)C2	19%[12.7 µM]	1%	-8%	6%	2%	-15%	10%	27%	-5%
O=C(O)CN1C(=O)CCS(=O)c2ccccc21 (centres undefined)	-4%[59 µM]	4%	-6%	-12%	12%	14%	-6%	4%	17%
CN(CCc1ccccn1)c1ncnc2[nH]ncc12	0%[59 µM]	2%	-11%	5%	0%	4%	-2%	-5%	-4%
CCN(CC)c1ccc(NC(=O)c2cnn3c(C(F)F)cc(-c4ccccc4)nc23)cc1	2µM*	-5%	-20%	23%	.	-7%	2.5µM*	2%	5%
COc1ccc(CN(C)CC(=O)Nc2cc(OC)c([N+](=O)[O-])cc2C)c(OC)c1	-29%[59 µM]	-7%	-8%	2%	-1%	?	-35%	11%	0%
CC(=O)NN1C(=O)/C(=C/c2ccc(Br)o2)SC1=S	50µM*	-10%	4µM*	2.5µM*	32µM*	?	-37%	?	7.9µM*
COC(=O)c1nccc2c1[nH]c1ccccc12	9%[12.7 µM]	.	0%	48%[activator]	10%	.	9%	.	-2%
O=C(CC1CCCCC1)NCc1ccccc1	21%	-3%	-5%	21%	20%	0%	-4%	3%	5%
O=c1[nH]nc(CNc2ccc(C(F)(F)F)cc2)c2ccccc12	11%	-6%	-4%	13%	-1%	?	-2%	14%	-13%
CC(=O)c1ccc(NC(=O)C2=CC(c3ccc4c(c3)OCO4)=NS(=O)(=O)N2C)cc1	-3%[59 µM]	-4%&-2%	-14%&-11%	-14%&17%	46%[activator]	161%&33%[activator]	-27%&-8%	3%&-1%	5%&-27%
COc1ccc(NC(C)=O)cc1NC(=O)c1cccc(S(=O)(=O)N2CCc3ccccc32)c1	-7%[12.7 µM]	.	-20%	35%[activator]	-8%	.	-26%	.	-5%
Cc1ccc(-c2nn(C)c(=O)c3ccccc23)cc1CNC(=O)c1ccco1	49%[12.7 µM]	3%	-16%	4%	-6%	-18%	-4%	13%	-8%
N#C/C(=C\c1c(N2CCCCC2)nc2ccccn2c1=O)C(=O)NCc1ccco1	15%[59 µM]	4%	-6%	12%	15%	-16%	-31%	1%	-22%
Cc1cc(C(=O)CSc2nncs2)c(C)n1Cc1ccco1	?	-12%	8%	43%[activator]	?	?	?	6%	-26%
S=c1[nH]c2ccc3ccccc3c2[nH]1	.	-2%	-5%	2%	-6%	-10%	?	4%	-7%
Cc1ccc(NC(=O)c2cccnc2)c([N+](=O)[O-])c1	.	-7%	-5%	0%	18%	-12%	-29%	-10%	-8%
COc1ccc(/C=N/N(C)C2=NS(=O)(=O)c3ccccc32)cc1	14%	-4%	-22%	118%[activator]	-17%	-14%	-1%	4%	-9%
O=C1OCCN1C(=O)[C@H]1[C@H](c2ccc(F)cc2)C(c2ccc(F)cc2)=NN1c1ccccc1	77%[activator][59 µM]	-14%[75.6 µM]	-23%	12%	-14%&3%	258%[activator]	-3%	?	?
CSc1ccc(-c2nc(CSCC(=O)NCCCN3CCCC3=O)c(C)o2)cc1	-1%	-1%	-6%	16%	21%	-4%	-37%	6%	10%
CCC(=O)O[C@@H]1CC(=O)O[C@H](C)CC=CC=C[C@@H](O)[C@H](C)C[C@H](CC=O)[C@H](O[C@H]2O[C@H](C)[C@@H](O[C@H]3C[C@@](C)(O)[C@@H](OC(=O)CC)[C@H](C)O3)[C@H](N(C)C)[C@H]2O)[C@H]1OC	-6%[59 µM]	-6%	.	.	15%	6%	3%	14%	.
Cc1cc(C)c(OCC(=O)OC(C)C(=O)N2CCc3ccccc32)c(C)c1 (centres undefined)	9%[0.501 µM]	.	-12%	90%[activator]	-8%	.	14%	.	-12%
CCCNC(=O)/C(C#N)=C1\N=C(NC(=O)c2ccco2)c2ccccc21	.	-5%	-7%	4%	-11%	-10%	-13%	-10%	-2%
COc1ccc2nc(NC(=O)CSc3nnc(N)s3)sc2c1	-9%	5%	-6%	21%	1%	13%	-4%	-1%	0%
N#C/C(=C(/O)CCCl)c1ccccn1	32µM*	-3%	-7%	-21%	-3%	514%[activator]	?	6%	0%
CC(C)(C)c1ccccc1OCC(=O)NCc1ccccc1	-5%[0.501 µM]	-2%	-17%	4%	-14%	-13%	9%	26%	-16%
O=C(Nc1cccc(/C=C/c2ccccn2)c1)c1ccc(-n2cncn2)c([N+](=O)[O-])c1	35µM*	.	-18%	-10%	16%	.	-33%	.	-7%
Cc1ccc(-c2nnc(Nc3ccc(C(N)=O)cc3)c3ccccc23)cc1S(N)(=O)=O	5%[59 µM]	-5%	?	1%	.	83%[activator]	-7%	-2%	-4%[60.1 µM]

An excerpt from above in order of their number in POLI inh, highest first.
mol	POLI inh
COc1ccc2nc(NC(=O)CSc3nnc(N)s3)sc2c1	21%
O=C1OCCN1C(=O)[C@H]1[C@H](c2ccc(F)cc2)C(c2ccc(F)cc2)=NN1c1ccccc1	12%
O=C(Nc1cccc(/C=C/c2ccccn2)c1)c1ccc(-n2cncn2)c([N+](=O)[O-])c1	-10%

Next section
Compound	G9a inh	BLM inh	POLH inh	POLI inh	APEX1 inh	Apoferritin bind	BAZ2B inh	Pol beta inh	POLK inh
O=C1CCSc2cccc3cccc(c23)N1	-32%[59 µM]	2%	0%	-15%	-2%	-16%	-24%	13%	1%
CCCCc1nnc(NC(=O)CCS(=O)(=O)c2ccc(C)cc2)s1	-4%[12.7 µM]	.	-16%	43%[activator]	7%	.	2%	.	3%
COC(=O)c1ccccc1NC(=O)Cn1nc2n(C)c3ccccc3n2c(=O)c1=O	-46%[59 µM]	-2%	.	.	6%	-7%	?	?	.
Cc1ccc(NC(=O)CCC(=O)N2CCN(S(=O)(=O)c3ccc(C)cc3)CC2)cc1	-1%[12.7 µM]	.	-4%	7%	22%	.	1%	.	-19%
Cc1onc(-c2ccccc2Cl)c1C(=O)NC1CCCCCC1	-8%	-1%	-11%	13%	9%	7%	3%	9%	0%
COc1cccc(/C=C/c2ccccn2)c1O	-4%	-2%	-1%	44%[activator]	-2%	2%	0%	-15%	-8%
COc1ccc(C(=O)OCC(=O)Nc2ccc(N3CCOCC3)cc2)cc1	-23%[12.7 µM]	.	-11%	-12%	26%	.	-12%	.	-25%
Cc1ccc(NC(=O)c2ccc(OC(=O)CCN3C(=O)c4ccccc4C3=O)cc2)cc1	?	-7%	?	0%	-2%	-14%	?	-1%	6%
CC(=O)Nc1cccc(-c2cn3cccnc3n2)c1	8%[59 µM]	-1%	4%	5%	.	91%[activator]	-1%	7%	-5%[60.1 µM]
CC1=C(C)CC(C(=O)NC2CCN(C(C)C)CC2)C(C(=O)O)C1 (centres undefined)	.	1%	9%	-22%	17%	-2%	-3%	28%	-4%
Cc1nnsc1C(=O)Nc1ccccc1	-2%[59 µM]	-10%	0%	21%	3%	6%	4%	3%	0%
COc1cc(NC(=O)Cc2c(C(=O)O)n(C)c3ccccc23)cc(OC)c1OC	?	-2%	-11%	7%	-1%	-5%	5%	7%	-13%
CCn1c(SCC(O)c2ccccc2)nnc1-c1ccccc1 (centres undefined)	5%[59 µM]	-1%	-9%	2%	2%	6%	3%	28%	-8%
CCOC(=O)N1CCC2(CC1)C(C#N)=C(N)Oc1c2sc2nc(C)cc(C)c12	?	-2%	-11%	33%[activator]	?	-11%	13%	-15%	-10%
Cc1cc([N+](=O)[O-])cc2c1NCC1CC=CC21 (centres undefined)	?	-11%	-18%	4%	-3%	-23%	?	4%	-4%
CCn1ncc(C2=NOC(C(=O)Nc3ccc4c(c3)OCO4)C2)c1C (centres undefined)	-12%[12.7 µM]	-10%	-6%	-13%[58.9 µM]	-4%	-12%	-22%	0%	-8%
COc1ccc(COC(=O)CCS(=O)(=O)c2ccc(C)cc2)cc1F	8%	.	-12%	-7%	-8%	.	69%[activator]	.	-5%
CS(=O)(=O)N1CCN(C(=O)Nc2ccccc2)CC1	1%	-3%	-6%	-23%	4%	-2%	-1%	7%	-5%
Cc1oc(-c2ccc(Cl)cc2)nc1CN1CCCC(C(=O)NCc2ccc(Cl)cc2)C1 (centres undefined)	-10%[59 µM]	-8%	-8%	5%	.	-6%	-8%	38%[activator]	-9%
Cc1ccc(C)c(OCC(O)CN2CCN(CCN3C(=O)c4cccc5cccc(c45)C3=O)CC2)c1 (centres undefined)	?	128%[activator]	-16%	-26%	-5%	-10%	50µM*	-19%	-9%
CCc1ccc(NC(=O)CSc2n[nH]c(C)c2[N+](=O)[O-])cc1	12%[59 µM]	0%	-10%	-14%	5%	-8%	11%	0%	-1%

These rows are one share of the data (hit frequency here may not be typical).
